Compound activity from PubChem.
SENP1 FRET inh – SENP1 (human) catalytic domain inhibition. AID 624204. recombinant SENP1 catalytic domain, CyPet-SUMO1-YPet FRET cleavage. inhibition, % at 10 µM. hit rate 0.21% among 360,000;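 active = inhibition at least 30% at 10 µM, raw YFP signal under a set limit, fluorescence ratio 0.5 to 1.5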;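 also: 0% = enzyme with DMSO and 100% = no enzyme wells; some results filed as inactive read as strong as hits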
Target sequence (Q9P0U3 419-644 limits assumed): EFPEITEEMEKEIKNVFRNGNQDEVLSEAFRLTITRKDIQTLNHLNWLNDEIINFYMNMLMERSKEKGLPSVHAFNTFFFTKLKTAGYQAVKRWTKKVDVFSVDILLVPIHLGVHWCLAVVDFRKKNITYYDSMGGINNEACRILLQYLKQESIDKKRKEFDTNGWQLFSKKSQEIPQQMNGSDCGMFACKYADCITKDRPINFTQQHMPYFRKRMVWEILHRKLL
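Material – human SENP1 catalytic domain · Input – SENP1 enzyme, 20 pM final · Compound dosing – single concentration of 10 µM compound, 0.5% DMSO final · Timing – enzyme reaction for 50 min at room temperature, dark · Measured by – FRET fluorescence in CFP and YFP emission channels · Control set – no-enzyme wells low, DMSO-plus-enzyme wells high control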
SENP8 block-1 – SENP8 protease inhibition. AID 2540. purified SENP8, Z-RLRGG-aminoluciferin cleavage, luminescence. inhibition, % at 10 µM. hit rate 1.2% among 330,000; in the data active = inhibition above about 50%
Target sequence (Q96LD8 whole entry, looked up): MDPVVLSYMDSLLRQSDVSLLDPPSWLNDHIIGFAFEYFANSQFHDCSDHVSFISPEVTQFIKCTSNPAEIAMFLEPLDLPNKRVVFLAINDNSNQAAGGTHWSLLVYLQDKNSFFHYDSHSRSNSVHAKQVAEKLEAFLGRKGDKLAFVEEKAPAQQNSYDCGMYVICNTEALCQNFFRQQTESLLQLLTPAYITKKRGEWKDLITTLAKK
Apaf1 inhib – inhibitors of human Apaf-1 apoptosome | reconstituted apoptosome caspase-3 activity, DEVD-Rh110 fluorescence | inhibition, % at 20 µM | AID 489030 | hit rate 0.71% among 330,000; active = inhibition of at least 40% at 20 µM;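 also: plate controls were DMSO wells for no effect and DEVD-CHO caspase inhibitor wells for full effect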
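Material: reconstituted apoptosome with Apaf-1, cytochrome c, caspase-9, procaspase-3, dATP; medium: pH 7.5 Hepes buffer with CHAPS, BSA, DTT; also added: cytochrome c and DEVD-Rh110 substrate; timing: 30 min plus 50 min, RT; signal: Rh110 fluorescence intensity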
UBC13 inh – blocks human UBC13 polyubiquitin chain formation | P61088 | TR-FRET | inhibition, % at 20 µM | hit rate 0.47% among 330,000 | AID 485273; in the data active = inhibition above about 45%, passing the limit was not always enough
Target sequence (P61088 whole entry, looked up): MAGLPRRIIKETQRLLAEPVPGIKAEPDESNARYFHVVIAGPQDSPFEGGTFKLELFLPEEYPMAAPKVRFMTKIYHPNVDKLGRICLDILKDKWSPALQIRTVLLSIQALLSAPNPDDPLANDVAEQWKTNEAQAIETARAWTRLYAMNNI
SENP8 block-2 – blocks human SENP8 cleavage of Nedd8 substrate; AID 602440; hit rate 0.64% among 360,000; recombinant SENP8, Nedd8 substrate fluorescence; Q96LD8; inhibition, % at 20 µM; in the data active = inhibition mostly above about 40%, no sharp cut-off; inactive = mostly below about 27%
A3G deaminase – APOBEC3G (human) deaminase inhibition | AID 493012 | hit rate 0.28% among 330,000 | recombinant A3G, ssDNA deamination FAM/TAMRA fluorescence | inhibition, % at 20 µM | Q9HC16;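 active = inhibition of at least 40% at 20 µM, with no more than 30% in the related APOBEC3A deaminase screen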;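 also: plate controls were DMSO wells with A3G for no effect and wells lacking A3G enzyme for full effect; some compounds called inactive have numbers as strong as hits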
SENP6 inh – SENP6 protease inhibition; Q9GZR1; Recombinant SENP6 catalytic domain, aminoluciferin luminescence; inhibition, % at 10 µM; hit rate 1.8% among 330,000;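 active = inhibition above about 50% at the single tested dose, limit read from the data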;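 also: plate controls were DMSO wells with enzyme for no effect and DMSO wells lacking enzyme for full effect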
SENP7 block – inhibitors of human SENP7 protease | Q9BQF6 | recombinant SENP7, Z-RLRGG-aminoluciferin luminescence, 40 min | inhibition, % at 5 µM | hit rate 1.5% among 330,000;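 active = inhibition above about 50% at the single test dose, limit read from the data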;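 also: plate controls were DMSO with enzyme for no effect and no enzyme buffer wells for full effect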
Target sequence (Q9BQF6 706-1050 limits assumed): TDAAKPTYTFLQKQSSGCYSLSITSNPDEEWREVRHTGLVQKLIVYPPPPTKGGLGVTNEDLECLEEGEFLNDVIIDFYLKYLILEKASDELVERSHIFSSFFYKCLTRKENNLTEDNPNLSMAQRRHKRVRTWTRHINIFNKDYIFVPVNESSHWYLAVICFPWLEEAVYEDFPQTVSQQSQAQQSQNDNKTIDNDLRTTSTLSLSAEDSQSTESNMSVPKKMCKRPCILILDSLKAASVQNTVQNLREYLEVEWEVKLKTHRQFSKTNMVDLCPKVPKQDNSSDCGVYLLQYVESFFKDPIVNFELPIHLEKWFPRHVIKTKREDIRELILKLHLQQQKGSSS
Active calls of the source: *; i = inactive; . = not tested or not shown.

Each structure is followed by: SENP6 inh | SENP7 block | Apaf1 inhib | A3G deaminase | SENP8 block-2 | SENP8 block-1 | SENP1 FRET inh | UBC13 inh
Cc1ccc(NC(=O)CNCc2ccccn2)cc1S(=O)(=O)N(C)C
 : -9 | 13 | 7 | -4 | 4 | 0 | 0 | -23
CC1CCCC/C1=N\NC(=S)Nc1ccccc1 (configuration not stated)
 : -6 | 6 | -4 | -9 | 10 | 6 | 2 | 15
Cn1c(-c2sccc2OCc2ccc(Cl)cc2Cl)n[nH]c1=S
 : 15 | -4 | 2 | 9 | -70 | 4 | 3 | 11
Cc1cc2ncn(C3CC(=O)N(Cc4ccc(N5CCCC5=O)cc4)C3=O)c2cc1C (configuration not stated)
 : 0 | -12 | 3 | 6 | 4 | -10 | 2 | 1
CCOC(=O)c1c(NC(=O)c2cc(CC(C)C)on2)sc(C(C)=O)c1C
 : -14 | -1 | 15 | -3 | -108 | 7 | 2 | 14
Cc1nn(Cc2ccccc2Cl)c(C)c1NC(=O)NC12CC3CC(CC(C3)C1)C2
 : 0 | 10 | 16 | -1 | 6 | 3 | 0 | -4
CCn1cc(C(=O)OC)c(=O)c2cc(S(=O)(=O)N(C)C3CCCCC3)ccc21
 : -2 | -6 | 1 | -9 | 3 | -3 | 1 | -10
Cc1cc([N+](=O)[O-])cc2c1NC(=O)C2(O)N1CCCCCC1 (configuration not stated)
 : -8 | -10 | 1 | -6 | 15 | -14 | 1 | -10
Cc1ccc(/C=N/N2CCN(C3c4ccccc4-c4ccccc43)CC2)o1
 : -13 | 3 | 6 | -7 | 2 | -4 | 0 | -4
CCc1sc(C(C2C(=O)CC(C)(C)CC2=O)C2C(=O)CC(C)(C)CC2=O)cc1[N+](=O)[O-]
 : 10 | 7 | 2 | 13 | 13 | 7 | 2 | -6
Cc1ccc(C(=O)Oc2ccc3ccc(=O)oc3c2)cc1
 : -10 | 7 | -8 | 3 | -301 | -12 | -173 | 7
Cc1ccc(-c2ccc(C(=O)NCCCNC(=O)c3cnccn3)o2)cc1Cl
 : -16 | -3 | 4 | -5 | -4 | -8 | 1 | -5
COc1cccc(N2CCN(C(=O)CN(c3cc(C)cc(C)c3)S(=O)(=O)c3c(C)noc3C)CC2)c1
 : -12 | 12 | 11 | -7 | 2 | -2 | 3 | -5
C=CCOc1ccc(/C=N/NC(=O)CN2CCOCC2)cc1OCC
 : 3 | -12 | -7 | 5 | 5 | -6 | 2 | -9
CCCCOc1ccc(-c2nc(-c3cccnc3)no2)cc1
 : 81* | 79* | 11 | -6 | 20 | 64* | 2 | 11
CN(C)Cc1ccccc1C(O)(c1ccccc1)c1ccccc1
 : -13 | 6 | 0 | -7 | 10 | -11 | 2 | 4
CC1CN(S(=O)(=O)c2ccc(C(=O)N(CCCN(C)C)c3nc4cc5c(cc4s3)OCCO5)cc2)CC(C)O1 (configuration not stated)
 : -8 | -5 | 8 | 2 | 18 | -6 | 0 | 20
Cc1ccc(N(CC(=O)NC2CCCC2)C(=O)c2c(C)noc2C)cc1C
 : -6 | -4 | 11 | -4 | 16 | 3 | 0 | -1
CCOC(=O)c1sc2cccc(Cl)c2c1N
 : -19 | 4 | 12 | -2 | i | -2 | 0 | 12
COc1ccccc1N(CC(=O)N1CCCCCC1)S(C)(=O)=O
 : 0 | -3 | 4 | -4 | 2 | -9 | 1 | -7
CCc1ccc(C(=O)COC(=O)c2n[nH]c3ccccc23)cc1
 : 35 | 74* | 5 | -7 | -8 | 77* | 1 | 11
Nc1nc(Cl)nc2c1ncn2C1CC(O)C(CO)O1 (configuration not stated)
 : -12 | 3 | -9 | -3 | 9 | -3 | 1 | 8
COc1ccc(CCNc2nc(C)nc3c2oc2ccccc23)cc1OC
 : -12 | -2 | 4 | 2 | -6 | -9 | -2 | -7
CC(=O)Nc1ccc(NC(=O)CCNS(=O)(=O)c2cccc3nsnc23)cc1
 : -9 | 4 | -1 | -1 | 3 | -5 | 0 | 1
Cc1ccc(-c2nn(-c3ccccn3)c(=O)c3ccccc23)cc1
 : -7 | -4 | 8 | -10 | 6 | -8 | 2 | 0
COC(=O)Nc1nnc(-c2ccc(OC)cc2)s1
 : 68* | 75* | -22 | -9 | -329 | 49 | -2 | 10
CCOc1ccc(-c2noc(CCC(=O)O)n2)cc1
 : 1 | -5 | -2 | -4 | 10 | 8 | 0 | -1
CCC(=O)N(C)CCc1cc2c(c(OC)c1/C=N/NC(=O)c1ccncc1)OCO2
 : -19 | 14 | -23 | -3 | 2 | -8 | -2 | -12
Cc1ccc(N2CC(C(=O)Nc3cccc(C(=O)NC4CC4)c3)CC2=O)cc1 (configuration not stated)
 : 2 | 11 | -2 | 7 | 2 | 0 | -3 | -4
COc1cccc(N2CCN(C(=O)c3cc4ccc(OC)cc4[nH]3)CC2)c1
 : -1 | -14 | 10 | -1 | -30 | -13 | -20 | -5
CCOC(=O)N1CCN(C(=O)CNC(=O)c2nn(-c3ccc(OC)c(Cl)c3)c(=O)c3ccccc23)CC1
 : -9 | -6 | 8 | -9 | -308 | 9 | 1 | 10
CC(NCc1ccc2c(c1)OCO2)c1ccccc1 (configuration not stated)
 : -8 | 12 | -2 | -6 | 8 | -6 | 1 | -4
CC(=O)Nc1nc(-c2ccc3c(c2)CC(C)N3C(=O)C2CC2)c(C)s1 (configuration not stated)
 : -4 | 0 | 15 | -5 | -180 | -10 | -12 | 3
CC(/C=C/c1ccc(N(C)C)cc1)=N\N=C(/N)SC1CC(=O)N(c2ccc(C(=O)O)cc2)C1=O (configuration not stated)
 : 5 | 2 | -14 | -2 | -152 | -9 | -28 | -28
COc1cccc(OCC(O)CN2CCN(C)CC2)c1 (configuration not stated)
 : 6 | -7 | -4 | -11 | 21 | -5 | 1 | 0
O=C(c1ccc(N2CCCC2=O)cc1)N1CCCCCC1
 : -14 | -5 | -6 | -5 | 21 | -9 | -2 | -1
COc1ccc(C(CNC(=O)C(=O)Nc2ccc3c(c2)OCO3)N2CCN(C)CC2)cc1 (configuration not stated)
 : 5 | 2 | -5 | -7 | 10 | 7 | -1 | -1
COc1ccc(C(=O)NC2CC2)cc1OC1CCN(Cc2ccc(F)cc2Cl)CC1
 : -2 | -11 | -4 | -2 | 6 | -8 | -1 | -8
COCCN(C(=O)COC(=O)c1ccc(C)o1)c1c(N)n(Cc2ccccc2)c(=O)[nH]c1=O
 : -5 | 1 | -3 | -2 | 9 | 15 | 1 | 3
O=C(CSc1ccccc1Cl)N1CCC(c2nc3ccccc3s2)CC1
 : -19 | -8 | 28 | 13 | 20 | -7 | 2 | -5
CC(=O)c1sc(NC(=O)c2ccc(F)c(S(=O)(=O)N3CCOCC3)c2)nc1C
 : 6 | 3 | -1 | -6 | -85 | -18 | 1 | -3
O=C(Nc1cccc(O)c1)C1CC(c2cccc(Br)c2)=NO1 (configuration not stated)
 : -15 | -1 | -13 | -7 | 11 | -3 | -1 | 4
CCN(CC(=O)NCc1cccs1)C(=O)CCC(=O)c1ccc(C)cc1
 : -1 | -5 | 5 | -7 | 16 | 4 | -15 | -2
COc1ccc(Cl)cc1NC(=O)c1cccnc1
 : -24 | -11 | 2 | -5 | 15 | -11 | 1 | -6
CCCc1nnc(NC(=O)Nc2ccccc2OC)s1
 : -2 | -1 | 8 | -10 | 11 | -16 | 1 | -12
CC(NC(=O)Cn1cccc1C(=O)c1ccccc1)c1ccccc1 (configuration not stated)
 : 12 | -2 | -5 | -7 | 7 | 5 | 0 | 4
O=C(CCc1ccccc1)N[C@@H]1c2ccccc2CC[C@H]1OCc1ccccc1
 : . | -5 | -41 | 2 | -1 | . | 3 | .
CN(C)CCCNc1nc(N)c([N+](=O)[O-])c(NCc2ccccc2)n1
 : -2 | -8 | 1 | -5 | 14 | -4 | 1 | 1
Cc1ccc(S(=O)(=O)/N=C(/c2ccccc2)N2CCOCC2)c(C)c1
 : 0 | 3 | -2 | -10 | 1 | -8 | 0 | 8
Cc1ccc(S(=O)(=O)N2CCC(C(=O)O)CC2)cc1
 : -4 | 1 | -8 | -19 | 8 | -6 | 0 | 3
CC1CCCCN1CCCNC(=O)c1cc(Br)c(Br)[nH]1 (configuration not stated)
 : 8 | -1 | -7 | -3 | 5 | 10 | 0 | -2
CCC(=O)N1CCc2cc(OC)c(OC)cc2C1COc1ccc(C(=O)OC)cc1 (configuration not stated)
 : -19 | 1 | -7 | -1 | 18 | -1 | 1 | 11
Cc1ccc(C)c2c1cc(C)c1nnc(SCC(=O)Nc3nc4c(s3)CCCC4)n12
 : 2 | 5 | 6 | -6 | -76 | 4 | 2 | 10
O=C1OC(C(=O)Nc2ccccc2)Cc2ccccc21 (configuration not stated)
 : -21 | -12 | 3 | -12 | 14 | -4 | 2 | -16
O=C(Nc1ccccc1)NC1CCN(Cc2nnnn2C2CCCCC2)CC1
 : -8 | 12 | -1 | -9 | 14 | -4 | 1 | 3
Cn1c(NC(=O)c2ccccc2C(F)(F)F)cc(=O)n(C)c1=O
 : -5 | -2 | 3 | -12 | -5 | -13 | 2 | -3
COc1ccc(C2CN=NC23CCc2ccccc2C3=O)cc1 (configuration not stated)
 : -6 | -1 | -3 | -5 | 23 | -2 | 3 | -1
COc1ccc(-c2cc(-c3cccs3)nc3sc(C#N)c(N)c23)cc1
 : 4 | 1 | 5 | -1 | -348 | -1 | -23 | 28
Cc1ccc(CN2C(=O)CCC2C(=O)NCCc2ccccc2)cc1 (configuration not stated)
 : 7 | 5 | 5 | 0 | 17 | 2 | 1 | 4
CC(C)(C)OC(=O)N1CCN(C(=O)c2[nH]cnc2C(=O)Nc2ccc(Cl)cc2)CC1
 : -19 | -8 | 30 | 5 | 8 | -11 | 1 | -14

Only SENP8 block-2 and SENP7 block, for 2 of the compounds above:
smiles,SENP8 block-2,SENP7 block
O=C1OC(C(=O)Nc2ccccc2)Cc2ccccc21 (configuration not stated),14,-12
O=C(Nc1ccccc1)NC1CCN(Cc2nnnn2C2CCCCC2)CC1,14,12

Later entries:
Each structure is followed by: SENP6 inh | SENP7 block | Apaf1 inhib | A3G deaminase | SENP8 block-2 | SENP8 block-1 | SENP1 FRET inh | UBC13 inh
COc1ccc(/C=C/C(=O)Oc2cccc(/C=N/NC(=O)c3cccc(F)c3)c2)cc1
 : -13 | 12 | 4 | -4 | 10 | -18 | 0 | -4
CCc1cc(=O)oc2cc3occ(-c4ccc(OC)c(F)c4)c3cc12
 : -2 | -3 | 18 | -6 | -134 | -5 | -5 | 4
O=S(=O)(NCc1cn2ccccc2n1)c1cc(F)ccc1F
 : -1 | -7 | -1 | -7 | 18 | -9 | -5 | 5
COc1ccc(N(C)S(=O)(=O)c2cccc(C(=O)Nc3nnc(C4CC4)s3)c2)cc1
 : -10 | -3 | -7 | -8 | -16 | -2 | -1 | 8
NC(=O)CC(NC(=O)Cc1cccc2ccccc12)c1ccc(NCc2ccccn2)c([N+](=O)[O-])c1 (configuration not stated)
 : -1 | -4 | -5 | -11 | 12 | 5 | 5 | -26
NC(=O)C1(N2CCCCC2)CCN(C(=O)c2ccccc2)CC1
 : -17 | -1 | -6 | -2 | 16 | -2 | 1 | 8
Cc1nn(Cc2nc(-c3cccs3)no2)c(C)c1Br
 : 2 | -1 | 0 | 12 | -4 | -4 | 0 | 0
COc1ccccc1C(=O)Nc1ccc(S(=O)(=O)Nc2cnc3ccccc3n2)cc1
 : -8 | 3 | 1 | -11 | -226 | 7 | 0 | -4
COc1cccc(-c2nnc(NC(=O)c3ccc(S(=O)(=O)N4CC(C)OC(C)C4)cc3)o2)c1 (configuration not stated)
 : 12 | 3 | 4 | -2 | 14 | 2 | 1 | -18
OCCCNc1cc(-c2ccnc(Nc3cccc(Cl)c3)n2)ccn1
 : -18 | 2 | 12 | -13 | -494 | -15 | -31 | 44
